# BaF3 tox = parental Ba/F3 cell viability inhibition, counter-screen for JAK2V617F inhibitor project, murine pro-B, CellTiter-Glo luminescence; CellTiter-Glo ATP luminescence; inhibition, % at 5.6 µM; hit rate 1.1% among 220,000; AID 1486, 2009;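 active means inhibition above a per-campaign cutoff, the mean inhibition of all tested compounds plus 3 SD, cut at about 27% in these data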;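 further: 0% = DMSO wells and 100% = JAK Inhibitor I control wells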
# NPY-Y2 PAM-ag = NPY-Y2 potentiators or agonists, primary screen, cell-based; Neuropeptide Y receptor type 2 (Homo sapiens), P49146; cells expressing NPY-Y2, potentiator/agonist read-out; activation, % at 3.6 µM; hit rate 0.45% among 220,000; AID 1359, 2008; in the data active means activation above about 27%;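 further: cells stimulated with NPY near EC25 plus isoproterenol at EC100; 0% = vehicle plus submaximal agonist and 100% = vehicle plus saturating agonist; some results beyond the cut were filed as inactive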
# Target sequence (P49146 whole entry, looked up): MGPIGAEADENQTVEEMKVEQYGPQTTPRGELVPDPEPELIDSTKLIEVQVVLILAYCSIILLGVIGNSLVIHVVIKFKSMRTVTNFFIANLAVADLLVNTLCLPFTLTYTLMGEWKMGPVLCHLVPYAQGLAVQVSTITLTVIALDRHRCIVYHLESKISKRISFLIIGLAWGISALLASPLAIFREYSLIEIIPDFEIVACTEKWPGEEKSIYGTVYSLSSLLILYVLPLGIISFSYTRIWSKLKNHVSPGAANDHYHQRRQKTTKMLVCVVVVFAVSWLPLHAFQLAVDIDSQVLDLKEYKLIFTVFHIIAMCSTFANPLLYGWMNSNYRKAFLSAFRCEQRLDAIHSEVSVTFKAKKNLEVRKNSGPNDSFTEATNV
# Mdm2 ligase inh = MDM2-luciferase reporter signal enhancers, primary screen, MDM2 E3 ligase inhibitor project, cell-based, luminescence, 1536-well | E3 ubiquitin-protein ligase Mdm2 (Homo sapiens), Q00987 | cell-based MDM2 ubiquitination luciferase reporter, 2 h; 0 = plate control, 100 = twice control, blank-subtracted | signal enhancement, % at 5 µM | hit rate 0.11% among 210,000 | AID 1230, 2008;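 active means signal enhancement of 30% or more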;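 further: luminescence tracks abundance of the self-degrading MDM2-luciferase fusion protein; higher signal means inhibition of MDM2 E3 ligase activity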
#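 Test system: stable mammalian line carrying autodegrading MDM2–luciferase fusion reporter; quantity: 2000 cells in each well; times: 4 h cell settling then 2 h compound exposure, 37 °C; detection: luminescence with SteadyLite reagent, 15 min at room temperature; evaluation: percent signal gain over controls, blank-subtracted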
# Ba/F3 V617F tox = reduced viability of JAK2V617F-dependent Ba/F3 cells, primary screen, JAK2V617F inhibitor project, cell-based, Ba/F3 EpoR-JAK2V617F, luminescence; ATP luminescence; inhibition, % at 5.6 µM; hit rate 1.1% among 220,000; AID 1446, 2008;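 active means inhibition above the campaign mean plus 3 SD over all tested compounds, cut at about 24% in these data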;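 further: cytokine-independent growth of Ba/F3 cells driven by EpoR plus mutant JAK2; 0% = DMSO-treated cells and 100% = JAK inhibitor I control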
# PERK inh = block of dimerizer-induced PERK translation repression, primary screen, PERK inhibitor project, CHO PERK-DD cells, SEAP luminescence, HTS | hit rate 0.17% among 220,000 | AID 1416, 2008 | CHO PERK-DD fusion, SEAP luminescence translation reporter | Eukaryotic translation initiation factor 2-alpha kinase 3 (Homo sapiens), Q9NZJ5 | inhibition, % at 5.6 µM;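 active means inhibition above the mean inhibition of all tested compounds plus 3 SD, set separately per screening campaign, cut at about 2.9% in these data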;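 further: PERK kinase domain activated by AP20187 dimerizer at 100 nM; 0% = DMSO with dimerizer and 100% = rapamycin at 8.4 µM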
# Wee1 stabilizer = Wee1 degradation inhibitors, primary screen, cell-based, HeLa, Wee1K328M-luciferase, luminescence. hit rate 1.2% among 220,000. reporter increase, % at 5 µM. HeLa Luc-Wee1K328M stability; 100% = proteasome inhibitor MG132 effect. Wee1-like protein kinase (Homo sapiens), P30291;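 active means activation above the mean of all tested compounds plus 3 SD, set per screening run, cut at about 8.8% in these data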;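 further: cells exposed to compound for 20 h before luminescence read; 0% = DMSO alone and 100% = MG132 at 30 µM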
# eIF4E 4G PPI = eIF4E–eIF4G protein interaction inhibitors, primary screen, biochemical, uHTS, TR-FRET, eIF4GI fragment. inhibition, % at 21.7 µM. hit rate 0.37% among 220,000. TR-FRET eIF4E-eIF4GI(517-606) binding, 2 h. Eukaryotic translation initiation factor 4E (Mus musculus) + Eukaryotic translation …;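 active means inhibition above about 30%, limit read from the data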;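 further: 0% = full FRET control wells and 100% = background wells lacking eIF4GI fragment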
# S1P4 antag = S1P4 receptor antagonists, primary screen, cell-based. Sphingosine 1-phosphate receptor 4 (Homo sapiens), O95977. S1P4-expressing cells, antagonist mode, reporter read-out. inhibition, % at 4.98 µM. hit rate 0.26% among 220,000. AID 1510, 2009; in the data active means inhibition above about 29%;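 further: 0% = wells stimulated with agonist and 100% = vehicle wells without agonist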
# Target sequence (O95977 whole entry, looked up): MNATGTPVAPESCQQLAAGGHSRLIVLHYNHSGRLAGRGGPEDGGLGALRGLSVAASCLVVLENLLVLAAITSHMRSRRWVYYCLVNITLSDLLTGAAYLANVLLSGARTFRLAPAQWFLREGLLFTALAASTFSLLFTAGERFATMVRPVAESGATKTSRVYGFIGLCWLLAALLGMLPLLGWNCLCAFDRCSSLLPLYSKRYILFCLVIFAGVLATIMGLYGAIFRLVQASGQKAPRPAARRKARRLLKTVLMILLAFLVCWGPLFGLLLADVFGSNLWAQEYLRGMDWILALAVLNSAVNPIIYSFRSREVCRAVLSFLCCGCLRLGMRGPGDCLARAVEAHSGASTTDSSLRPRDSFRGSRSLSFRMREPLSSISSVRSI
# S1P4 ag = S1P4 receptor agonists, primary screen, cell-based. Sphingosine 1-phosphate receptor 4 (Homo sapiens), O95977. S1P4-expressing cell line, agonist reporter assay. activation, % at 4.98 µM. hit rate 0.35% among 220,000; in the data active means activation above about 11%;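 further: 0% = DMSO vehicle and 100% = reference agonist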
# * = called active by the depositor; . = not tested or not shown; [ ] = remark or other dose.
1: NCC(=O)Nc1ccc(Cl)cc1C(=O)c1ccc[nH]1
2: N#Cc1ccccc1S(=O)(=O)N1CCN(c2cnccn2)CC1
3: CC1(C)C2CC=C(/C=N/n3cnnc3)C1C2 (centres undefined)
4: NNS(=O)(=O)c1ccc(N2CCCC2=O)c([N+](=O)[O-])c1
5: O=C(C1CCCN(S(=O)(=O)c2ccccc2)C1)N1CCCCCC1 (centres undefined)
6: Cc1cc(N2CCC(C)CC2)nc(NCc2ccccc2)n1
7: O=C(N/N=C/c1ccc(O)c(O)c1)C1c2ccccc2Oc2ccccc21
8: Cc1ccc(C(=O)CN2/C(=C(\O)c3ccccc3)C(=O)c3ccccc3S2(=O)=O)c(C)c1
assay / entry,1,2,3,4,5,6,7,8
NPY-Y2 PAM-ag,-4.9,3.6,-2.2,10.9,4.7,-19.7,-1.0,-23.8
Mdm2 ligase inh,-8.8,5.8,-11.1,-7.3,-3.8,-10.6,-8.4,-9.7
S1P4 ag,0.0,0.8,0.3,2.3,1.5,0.4,-3.0,-2.8
PERK inh,0.1,1.0,-1.0,1.1,-0.5,-1.4,0.6,-0.5
Wee1 stabilizer,-2.1,-0.1,-0.6,-0.7,-2.7,-0.6,2.6,4.0
BaF3 tox,37.5*,-5.3,5.9,1.6,3.9,3.8,0.3,1.2
Ba/F3 V617F tox,58.3*,-1.6,4.6,-3.3,-1.6,4.2,-3.8,-2.9
eIF4E 4G PPI,6.4,1.8,-5.7,-3.4,2.5,-1.0,-1.9[fluorescence artefact?],7.5
S1P4 antag,-7.5,-9.4,-6.8,-13.8,10.2,17.0,12.7,-39.3

9: CCN(CC)c1ccc(/C=N/NS(=O)(=O)c2cccc([N+](=O)[O-])c2)cc1
10: CN(C)CCCN(Cc1ccccc1)C(=S)Nc1ccc(OC(F)F)cc1
11: Cc1cc(=O)n2nc(N3CCCC(C(=O)NC(C)c4ccccc4)C3)sc2n1 (centres undefined)
12: O=C(NCCCN1CCc2ccccc2C1)Nc1ccc(Cl)cc1
13: Cc1cccc(OCC(=O)NC(=S)Nc2ccccc2N2CCOCC2)c1
14: Cc1cccc(NC(=O)/C(=C\c2ccco2)NC(=O)c2cccs2)c1
15: Cc1nc(-c2ccc(Cl)cc2)sc1C(=O)O
16: CCOC(=O)C(=CNc1ccc(C)cc1C)C(=O)OCC
assay / entry,9,10,11,12,13,14,15,16
NPY-Y2 PAM-ag,5.0,3.9,9.0,6.4,-14.4,2.4,-7.4,5.9
Mdm2 ligase inh,-11.7,-13.4,-0.3,-6.4,2.0,0.9,-18.5,5.1
S1P4 ag,-3.1,0.5,0.3,-2.3,1.0,2.5,-0.4,1.0
PERK inh,1.3,0.2,0.3,-0.7,-0.7,0.3,0.3,0.6
Wee1 stabilizer,-1.6,3.0,1.2,-1.8,0.3,5.4,2.3,-2.0
BaF3 tox,7.6,5.3,4.4,6.1,3.1,2.4,1.9,0.7
Ba/F3 V617F tox,4.6,0.5,-1.2,0.7,-0.5,-1.2,-3.7,1.9
eIF4E 4G PPI,-1.2[fluorescence artefact?],1.3,-8.9[fluorescence artefact?],-1.4[fluorescence artefact?],9.1,10.2,-0.1,-8.8
S1P4 antag,0.2,-10.7,-8.0,-0.2,-10.7,2.2,-3.5,6.9

17: CCn1c(C(=O)NCc2ccccn2)cc2sccc21
18: O=C(Nc1ccccc1F)Nc1ccc([N+](=O)[O-])cc1Cl
19: CCOC(=O)c1cc2c(=O)n3cccc(C)c3nc2n(CCCOC)c1=NC(=O)c1cccnc1
20: O=C(O)CSc1nc(-c2ccccc2)c(-c2ccccc2)[nH]1
21: O=C(CN1C(=O)C2C3C=CC(C4CC34)C2C1=O)NCc1ccco1 (centres undefined)
22: CC(=O)N1CCn2c3ccc(C)cc3c3cccc1c32
23: O=C(CCc1ccccc1)Nc1ccc(F)c([N+](=O)[O-])c1
24: CCn1c(=N)n(CC(O)COc2cccc(C)c2)c2ccccc21 (centres undefined)
assay / entry,17,18,19,20,21,22,23,24
NPY-Y2 PAM-ag,-1.2,2.8,-5.1,-15.3,10.9,-13.1,7.5,-10.4
Mdm2 ligase inh,1.3,-6.6,-17.4,-12.0,-8.3,-9.8,0.6,-14.4
S1P4 ag,-1.4,1.9,2.9,1.8,2.8,-0.2,0.5,-1.4
PERK inh,0.9,1.3,-1.6,1.2,1.1,-0.3,0.3,-0.5
Wee1 stabilizer,-1.7,-2.6,-1.8,2.9,-2.0,3.3,-1.0,-0.8
BaF3 tox,4.7,-2.5,13.2,-0.7,7.0,4.2,3.3,8.7
Ba/F3 V617F tox,-1.3,-2.5,5.1,1.4,3.4,0.2,-2.5,16.5
eIF4E 4G PPI,-0.9[fluorescence artefact?],2.5,1.2,2.6,2.0,-1.0[fluorescence artefact?],-0.1,-6.4
S1P4 antag,1.8,-16.1,-36.7,-5.3,16.8,-9.2,-9.4,-12.5

# Record cards, from the list above. Order of values: NPY-Y2 PAM-ag | Mdm2 ligase inh | S1P4 ag | PERK inh | Wee1 stabilizer | BaF3 tox | Ba/F3 V617F tox | eIF4E 4G PPI | S1P4 antag
# Entry for `CC(=O)N1CCn2c3ccc(C)cc3c3cccc1c32` → -13.1 | -9.8 | -0.2 | -0.3 | 3.3 | 4.2 | 0.2 | -1.0[fluorescence artefact?] | -9.2
# Entry for `O=C(CN1C(=O)C2C3C=CC(C4CC34)C2C1=O)NCc1ccco1` (centres undefined) → 10.9 | -8.3 | 2.8 | 1.1 | -2.0 | 7.0 | 3.4 | 2.0 | 16.8
# Entry for `O=C(CCc1ccccc1)Nc1ccc(F)c([N+](=O)[O-])c1` → 7.5 | 0.6 | 0.5 | 0.3 | -1.0 | 3.3 | -2.5 | -0.1 | -9.4
# Entry for `CCn1c(=N)n(CC(O)COc2cccc(C)c2)c2ccccc21` (centres undefined) → -10.4 | -14.4 | -1.4 | -0.5 | -0.8 | 8.7 | 16.5 | -6.4 | -12.5

# Other results:
25: Cc1cc(C)n(S(=O)(=O)c2cc(Cl)ccc2Cl)n1
26: CCC(=O)Nc1cccc(C(=O)OC)c1
27: CC(OC(=O)c1cc(S(=O)(=O)N(C)c2ccccc2)ccc1Cl)C(=O)Nc1ccc2c(c1)OCCO2 (centres undefined)
28: O=C(N1CCCC1)C(F)(F)Oc1ccc(F)cc1
29: CCc1nnc(NC(=O)c2cc(-c3ccccn3)nc3ccccc23)s1
30: CC(C)Oc1ccc(/C=C(/NC(=O)c2ccccc2)C(=O)NCCC(=O)O)cc1
31: NC(=O)c1ccc(C(F)(F)F)n(Cc2cccc(Cl)c2)c1=O
32: CC1CCCCN1C(=O)Cn1cnc2c1c(=O)n(C)c(=O)n2C (centres undefined)
assay / entry,25,26,27,28,29,30,31,32
NPY-Y2 PAM-ag,13.8,12.8,-15.1,13.8,0.2,-1.5,-1.0,-0.5
Mdm2 ligase inh,0.9,-8.4,2.6,-8.5,-2.7,-12.3,8.0,-22.0
S1P4 ag,-1.0,1.7,0.6,2.8,0.9,0.1,-1.4,-1.4
PERK inh,0.6,0.8,-0.3,0.1,0.4,0.0,-0.3,-1.2
Wee1 stabilizer,1.4,1.3,2.5,-2.8,0.1,-2.4,-1.1,-1.2
BaF3 tox,-0.7,0.3,5.3,4.0,4.0,2.0,5.8,6.1
Ba/F3 V617F tox,-4.2,-1.7,-1.5,0.7,5.5,1.1,4.1,2.6
eIF4E 4G PPI,-1.6,3.5,2.9[fluorescence artefact?],-5.0,2.0,2.6,1.6,-0.5
S1P4 antag,-0.1,-9.8,-9.9,12.4,-0.7,-8.7,9.0,7.2

33: CCCNC1CCS(=O)(=O)C1 (centres undefined)
34: COc1ccc(NC(C)=O)cc1NC(=O)CSc1nnc(-c2ccncc2)n1C
35: CCCc1nc2ccccc2c(=O)n1NC(=O)c1c(O)c2ccccc2[nH]c1=O
36: O=C(COc1cccc(NC(=O)c2ccco2)c1)c1ccccc1
37: CC1CCN(c2c(NCc3ccc(C(=O)NCc4cccnc4)cc3)c(=O)c2=O)CC1
38: COc1cc(C(=O)Nc2ccc3oc(-c4cccnc4)nc3c2)cc(OC)c1OC
39: O=S(=O)(/N=C(\Sc1ccc(Cl)cc1)c1ccccc1)c1ccccc1
40: Cc1ccc2c(CC(=O)OC(C)C(=O)NCc3ccc4c(c3)OCO4)coc2c1 (centres undefined)
assay / entry,33,34,35,36,37,38,39,40
NPY-Y2 PAM-ag,2.8,22.2,-7.0,-6.5,4.8,2.3,-16.9,-3.4
Mdm2 ligase inh,2.4,-10.2,-16.0,-24.6,-19.1,-21.6,-19.4,-22.8
S1P4 ag,-0.1,-1.0,0.2,1.2,-0.3,1.8,1.1,-1.1
PERK inh,0.7,1.2,-0.9,-1.1,1.0,-0.2,0.1,0.0
Wee1 stabilizer,4.0,1.7,2.5,-0.6,-1.8,0.9,-0.2,0.3
BaF3 tox,1.9,1.0,9.3,0.7,0.5,0.1,-0.9,5.0
Ba/F3 V617F tox,-0.1,-0.4,6.3,-0.4,-4.5,-3.6,-4.8,-0.4
eIF4E 4G PPI,-1.6[fluorescence artefact?],-9.2,-3.7,-8.2,1.2,-5.7,-2.0,-1.2
S1P4 antag,-40.0,-12.9,6.8,-20.6,11.1,-5.6,-18.3,-6.0

41: Cc1cc(C(=O)Nc2cccnc2Cl)on1
42: CCCCOC(=O)Nc1cc(Cl)ccc1C
43: O=C(c1cc(F)ccc1F)C1CCCN(C(=O)CCN2CCCCO2)C1 (centres undefined)
44: COc1ccc2cc(-c3nc4ccccc4n3C)c(=O)oc2c1
45: O=C(N/N=C/c1cn(-c2ccccc2)nc1-c1cc2ccccc2o1)c1ccccc1Br
46: Cc1ccc(CN2CCC(N3CCC(C(=O)NCC4CCCO4)CC3)CC2)o1 (centres undefined)
47: Cc1c(C(=O)N2CCN(c3ccccn3)CC2)sc2ncnc(N3CCN(c4ccccc4)CC3)c12
48: COC(=O)c1sc(NC(=S)NC(=O)c2ccccc2C)nc1C
assay / entry,41,42,43,44,45,46,47,48
NPY-Y2 PAM-ag,9.7,-11.7,12.2,-13.2,2.0,7.0,-13.0,-12.0
Mdm2 ligase inh,-8.6,.,1.1,-14.2,.,-19.7,.,-3.9
S1P4 ag,3.9,-2.0,0.7,0.1,0.1,4.2,-0.7,0.0
PERK inh,0.3,1.2,0.2,-0.3,0.4,0.0,-0.6,1.2
Wee1 stabilizer,1.9,-0.1,-0.4,0.3,0.8,-0.4,-0.2,3.2
BaF3 tox,3.3,4.4,8.2,3.6,3.5,3.4,3.1,3.7
Ba/F3 V617F tox,2.2,-1.9,-2.3,-0.3,0.3,-2.4,-2.9,1.1
eIF4E 4G PPI,5.8,9.4,-0.3,1.6,-5.3,0.1,.,-0.2
S1P4 antag,-1.9,6.2,-0.4,-16.6,-10.0,-11.9,-14.2,-4.4
